# KOR beta-arrestin-1 = KOR antagonists, beta-arrestin recruitment, cell-based, luminescence, uHTS (AID 1778); one-dose inhibition, % at 10 µM; IC50 in µM for titrated hits; KOR beta-arrestin recruitment, luminescence, antagonist mode; higher % means a stronger effect; Kappa-type opioid receptor (Homo sapiens); hit rate 0.091% among 290,000; further: strong numbers were not always called active
# TNAP activation fold = human TNAP enzyme activators, primary screen, biochemical, luminescent, no phosphate acceptor, uHTS (AID 1001); one-dose activation fold at 20 µM; EC50 in µM for titrated hits; Alkaline phosphatase, tissue-nonspecific isozyme (Homo sapiens); purified TNAP, luminescent activation assay, no phosphate acceptor; higher activation fold means a stronger effect; hit rate 0.03% among 200,000; in the data active means activation fold from about 3, or a potency from the dose series; inactive means the rest, 99 in 100 with activation fold below about 1.6; further: many of its hits are not listed in these tables
# LYP phosphatase = inhibitors of LYP phosphatase, biochemical, fluorescence intensity, uHTS (AID 1779); Tyrosine-protein phosphatase non-receptor type 22 (Homo sapiens); recombinant LYP phosphatase, fluorescence intensity; higher % means a stronger effect; inhibition, % at 11.5 µM, or IC50 in µM where a hit was titrated; hit rate 0.054% among 290,000;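 further: plate controls were vehicle with enzyme for no effect and no enzyme for full effect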
# NOD1 inhibition = NOD1 signaling inhibitors, primary screen, cell-based, luminescence, uHTS (AID 1578). NOD1-driven NF-kB luciferase reporter cells, luminescence; higher % means a stronger effect. one-dose inhibition, % at 4 µM; EC50 in µM for titrated hits. hit rate 1% among 290,000; in the data active means inhibition mostly above about 36%, no sharp cut-off; inactive means mostly below about 34%;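 further: HEK-293T reporter cells stimulated with the NOD1 agonist gamma-tri-DAP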
# human PMI inhibition = inhibitors of human PMI, primary screen, biochemical, fluorescence intensity, coupled assay (AID 1209). hit rate 0.42% among 190,000. purified PMI enzyme, coupled fluorescence intensity; higher % means a stronger effect. Mannose-6-phosphate isomerase (Homo sapiens). one-dose inhibition, % at 20 µM; IC50 in µM for titrated hits;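 further: plate controls were DMSO vehicle for no effect and wells lacking substrate for full effect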
# PMI inhibition = human PMI inhibitors, high substrate, primary screen, biochemical, fluorescence intensity, high mannose 6-phosphate (AID 1220) | hit rate 0.66% among 190,000 | one-dose inhibition, % at 20 µM; IC50 in µM for titrated hits | recombinant PMI enzyme, coupled fluorescence intensity; higher % means a stronger effect
# KOR beta-arrestin-2 = KOR agonists, beta-arrestin recruitment, primary screen, cell-based, luminescence, uHTS (AID 1777); KOR beta-arrestin recruitment, luminescence; higher % means a stronger effect; activation, % at 10 µM; hits with a dose series show EC50 in µM; Kappa-type opioid receptor (Homo sapiens); hit rate 0.02% among 280,000; in the data active means activation above about 50%, passing the limit was not always enough; further: a part of the inactive calls stands beside numbers as strong as those of hits
# NOD2 inhibition = NOD2 signaling inhibitors, cell-based, luminescence, uHTS, HEK293 (AID 1566); hit rate 0.63% among 290,000; HEK293 NOD2/NF-kB luciferase reporter, luminescence; higher % means a stronger effect; inhibition, % at 4 µM; hits with a dose series show EC50 in µM; further: many of its hits are not listed in these tables
# XIAP antagonists = XIAP antagonists, biochemical, IAP family, fluorescence polarization (AID 1018) | hit rate 0.007% among 200,000 | displacement, % at 20 µM; hits with a dose series show IC50 in µM | XIAP BIR domain, fluorescence polarization peptide displacement; higher % means a stronger effect | E3 ubiquitin-protein ligase XIAP (Homo sapiens); in the data active means displacement above about 50%; further: a part of the inactive calls stands beside numbers as strong as those of hits
# * marks the source's active call; other numbers are inactive results; · = not tested or not shown; [ ] = remark or other dose. Unless noted, no stated cut-off is given here; in the data, active means inhibition above about 50%; inactive means the rest. An excerpt, so the mix of outcomes need not match the whole.
structure | KOR beta-arrestin-1 | TNAP activation fold | LYP phosphatase | NOD1 inhibition | human PMI inhibition | PMI inhibition | KOR beta-arrestin-2 | NOD2 inhibition | XIAP antagonists
COc1ccc(NC(=S)N2CCC(C(O)(c3ccccc3)c3ccccc3)CC2)cc1 | 3.8% | 1.1 | 5.6% | -17.6% | 18.6% | 7.0% | 2.1% | -16.0% | -5.2%
O=C(CNC(=O)c1ccccc1)OCc1ccc([N+](=O)[O-])cc1 | 17.0% | 1.3 | -3.4% | 5.0% | 2.0% | -6.6% | 7.3% | -11.1% | -20.4%
Cc1cc(=O)[nH]c2c1c(C)nn2C1CCCCC1 | 13.0% | 1.1 | -1.3% | 7.3% | 0.5% | -4.9% | -1.7% | 19.5% | 1.7%
CCOCCn1c(N2CCN(c3ccc(OC)cc3)CC2)nc2c1c(=O)[nH]c(=O)n2C | 21.7% | 1 | -9.2% | -1.4% | 5.4% | 1.5% | -4.1% | 13.0% | -1.2%
COc1cccc(/C(O)=C2\C(=O)C(=O)N(c3ccccn3)C2c2cccc(OC)c2OC)c1 (configuration not stated) | -49.6% | 1 | 0.8% | 23.8% | -7.7% | -10.2% | 2.0% | 14.6% | -5.3%
CC(C)N(Cc1nc(-c2ccc3c(c2)OCO3)no1)Cc1nccn1C | -2.4% | 1.1 | -4.7% | -26.8% | 11.5% | 7.6% | -7.8% | 2.6% | -1.3%
CC12CCC(C/C1=N/NC(=O)COc1ccccc1Cl)C2(C)C (configuration not stated) | 25.1% | 1.1 | 0.7% | -14.4% | 4.0% | 5.6% | -2.7% | -2.9% | -3.4%
O=C(N/N=C(\c1ccccc1)c1cccnc1)c1cc(O)ccc1O | -0.3% | · | -4.5% | -9.7% | · | · | 15.2% | -9.1% | ·
Cc1ccc(-c2nonc2NC(=O)c2ccco2)cc1 | -24.4% | · | -12.1% | 28.7% | · | · | 11.0% | 24.6% | ·
CCOC(=O)C1=C(CC)Nc2ccccc2N/C1=N\S(=O)(=O)c1ccc2ccccc2c1 | -0.8% | 1 | 15.1% | -39.7% | 16.6% | 8.0% | -0.9% | 1.2% | -8.7%
Cc1ccc(CCNS(=O)(=O)c2c(C)nc3sccn3c2=O)cc1 | -12.8%[20 µM] | · | -7.6% | -30.4% | · | · | -2.2% | 1.3% | ·
Cc1[nH]c2ccccc2c1C(=O)COC(=O)c1c(-c2c(F)cccc2Cl)noc1C | 9.6% | 1.1 | 3.0% | -13.0% | 17.5% | 8.7% | 5.0% | 22.8% | -9.0%
COc1ccccc1N1C(=O)C2C(C(=O)c3ccccc3)=NN(c3ccccc3)C2C1=O (configuration not stated) | -2.6% | · | 4.9% | 1.7% | · | · | 0.7% | 17.9% | ·
COc1ccccc1Oc1c(C)oc2c(CN3CCN(C)CC3)c(O)ccc2c1=O | -15.2% | 1.1 | -4.3% | -6.0% | 7.4% | 4.8% | -1.2% | 3.4% | -4.6%
Cc1ccccc1Nc1nc(CSc2nnc(-c3ccoc3C)n2C)cs1 | 12.4% | 1 | 5.2% | -11.0% | 8.6% | 9.6% | 0.7% | 6.0% | -4.3%
COC(=O)c1[nH]c2c(c1C)C(=O)CC(c1cccc(OC)c1)C2 (configuration not stated) | 3.1% | · | -1.1% | -11.4% | · | · | -1.9% | -34.4% | ·
Cc1ccc(C(=O)NS(=O)(=O)c2ccc(C)cc2)cc1 | 20.6% | · | -0.7% | -2.7% | · | · | 6.7% | -1.5% | ·
COc1ccc(C(=O)NCCNC(=O)c2ccc(C)nc2)cc1 | -5.4% | · | -5.7% | 4.8% | · | · | -1.2% | -3.9% | ·
Cc1ccc2c(c1)c1c(n2CC(O)CN2CCC(C)CC2)CCCC1 (configuration not stated) | 8.9% | · | -7.8% | 1.6% | · | · | 4.1% | -17.4% | ·
CC(C)NC(=O)CN1CCN(Cc2nc(-c3cccs3)no2)CC1 | -43.2% | 1.1 | -2.4% | -29.2% | -1.2% | -9.8% | -0.6% | 14.9% | -4.7%
CC(C)NC(=O)COc1ccc(S(=O)(=O)N2CCCC2)cc1 | -0.4% | · | -5.5% | -1.0% | · | · | 3.8% | 4.8% | ·
COc1ccccc1NCCC(=O)OCC(=O)NC1CC1 | 23.9% | 1.6 | -0.6% | -24.3% | 17.6% | 18.1% | 8.0% | 8.6% | 1.5%
COc1cc(/C=C/C(=O)Nc2ccc(C)cc2)cc(OC)c1OC | · | 1.2 | 3.3% | -1.6% | 3.0% | 2.6% | 0.1% | 4.0% | -4.9%
COc1cccc(CNS(=O)(=O)c2cc(Br)cc3c2N(C(C)=O)C(C)C3)c1 (configuration not stated) | 38.8% | 1 | -2.9% | -4.8% | -12.6% | -14.4% | -3.0% | 15.4% | -7.8%
CCc1ccc(/C=N/NC(=O)c2nnn(-c3nonc3N)c2CN2CCOCC2)cc1 | -20.0% | · | -3.5% | -33.9% | · | · | -0.1% | 4.7% | ·
Nc1c2c(nc3ccccc13)CCCC2 | -17.9% | 1.1 | -0.1% | -26.6% | -8.4% | -8.7% | 1.7% | 11.5% | -9.3%
C=CCNC(=O)COc1ccc(S(=O)(=O)Nc2ccc(OCC)cc2)cc1 | 18.0% | 1 | -5.5% | 1.3% | 12.7% | 5.2% | -0.8% | 9.9% | -8.4%
COc1ccc2c(c1OC)C(=O)N1N=C(c3ccc(Br)cc3)CC21 (configuration not stated) | 5.2% | 1.1 | -0.7% | 21.0% | 15.1% | 8.4% | -1.1% | 2.9% | -6.2%
CCN1C(=O)/C(=C\c2ccncc2)SC1=Nc1ccc(C)c(C)c1 | · | 0.9 | -0.8% | 4.0% | 6.7% | 5.5% | -1.5% | -16.4% | -1.1%
O=C(C1=C[C@H](c2ccccc2)C[C@H](OCc2ccc(CO)cc2)O1)N1CCN(Cc2ccc3c(c2)OCO3)CC1 | -13.0% | 1.1 | 1.5% | -9.4% | 12.1% | 6.4% | 6.5% | -32.4% | 0.0%

# Further records
# Every second line gives: KOR beta-arrestin-1 | TNAP activation fold | LYP phosphatase | NOD1 inhibition | human PMI inhibition | PMI inhibition | KOR beta-arrestin-2 | NOD2 inhibition | XIAP antagonists
Cc1ccc2c(c1)N(CCCC(=O)NCCCN1CCCCC1)C(=O)CO2
  6.4%[20 µM] | · | -11.1% | 0.5% | · | · | 2.4% | 8.3% | ·
Cc1ccc(S(=O)(=O)NCCN2CCOCC2)s1
  7.2% | · | -5.5% | 4.0% | · | · | -2.9% | 2.3% | ·
CCn1ccc(C(=O)NCc2ccc3c(c2)OCO3)n1
  -19.6% | · | -7.0% | -40.3% | · | · | 1.6% | -15.6% | ·
CCc1ccc(NC(=O)CSc2nc(CSc3ccc(C)cc3)cc(=O)[nH]2)cc1
  15.2% | · | -5.5% | 8.5% | · | · | -2.9% | 5.9% | ·
O=C(COC(=O)Cc1ccc(S(=O)(=O)N2CCOCC2)s1)Nc1ccc2c(c1)OCO2
  -65.5% | 1.1 | -10.3% | -13.4% | -1.8% | -11.4% | 1.8% | -8.4% | -6.4%
Cc1ccc(CN2CCN(/N=C/c3ccc(O)c(O)c3)CC2)cc1
  -66.9%[20 µM] | · | -8.1% | -43.2% | · | · | -2.6% | -13.4% | ·
COc1cc2c(cc1OC)CN(C(=O)c1cc(S(=O)(=O)N3CCOCC3)c(Cl)cc1Cl)CC2
  8.0% | · | -3.7% | -9.9% | · | · | -5.4% | 16.5% | ·
CCOC(=O)N1CCN(c2nc(-c3ccc(F)cc3)cs2)CC1
  24.2% | 1.1 | -6.7% | -31.6% | 20.9% | 16.0% | 0.8% | -23.1% | -4.7%
CCN(CC)C(=O)Cn1nnc(-c2ccc(C)o2)n1
  -12.2% | 1.1 | -0.9% | 0.4% | -14.3% | -22.8% | 4.6% | 5.4% | 0.2%
Cc1cc(NC(=O)Nc2cc(F)ccc2C)n(C)n1
  30.7% | · | -3.5% | -4.2% | · | · | -2.5% | 1.2% | ·
C/C(=N\NC(=O)c1cccc(S(=O)(=O)Nc2ccccc2Cl)c1)c1ccco1
  -23.3% | 1.1 | 0.2% | 29.9% | -5.4% | -10.8% | 8.3% | 3.5% | -35.8%
O=C1OCc2cc(NC(=O)C34CC5CC(CC(C5)C3)C4)ccc21
  -0.7% | 1.1 | -2.2% | -10.7% | 4.4% | 7.6% | -0.5% | -27.6% | -2.3%
CCC(C)N=C1CC(C)(C)CC(=O)/C1=C(/O)Cc1ccccc1 (configuration not stated)
  21.5% | 1 | -6.3% | 25.5% | 6.4% | 5.8% | -1.2% | 17.8% | -3.1%
O=S(=O)(NC1CCCCC1N1CCN(c2ccc(F)cc2)CC1)c1ccc(Cl)cc1 (configuration not stated)
  -41.4% | · | -6.1% | -28.5% | · | · | 5.5% | -1.1% | ·
Cc1ccc2cc3c(NS(=O)(=O)c4cccc5nonc45)nn(CC(C)C)c3nc2c1
  15.4% | · | -9.6% | -0.1% | · | · | 1.0% | 17.9% | ·
CC(C(=O)OCC(=O)Nc1ccc(S(=O)(=O)N2CCCCC2)cc1)N1C(=O)c2ccccc2C1=O (configuration not stated)
  3.1% | 1.1 | 6.2% | -6.6% | 8.2% | 7.2% | 1.7% | 3.0% | 1.5%
CCCC12CN(C(=O)c3ccc(OC)cc3)CC(C)(CN(C(=O)c3ccc(OC)cc3)C1)C2=O
  6.8% | 1.2 | -7.2% | -7.1% | 15.5% | 12.7% | -1.0% | -1.9% | -1.0%
C=CCNC(=O)COC(=O)c1ccc(Cl)c(S(N)(=O)=O)c1
  -6.9% | 0.9 | 1.0% | -20.6% | -5.2% | -5.5% | -5.4% | 8.5% | -1.8%
O=C(COc1ccc([N+](=O)[O-])cc1)Nc1ccc(CN2CCOCC2)cc1
  10.5% | 1 | 2.7% | -5.7% | -3.6% | -7.6% | 2.0% | 0.9% | -7.5%
CC1(C)Cc2ccccc2-c2[nH]c(=S)[nH]c(=O)c21
  -19.1%[20 µM] | · | -9.7% | 0.1% | · | · | -7.6% | -0.9% | ·

# Sorted by the number under XIAP antagonists (largest number first): 5 from the list above
# Every second line gives: KOR beta-arrestin-1 | TNAP activation fold | LYP phosphatase | NOD1 inhibition | human PMI inhibition | PMI inhibition | KOR beta-arrestin-2 | NOD2 inhibition | XIAP antagonists
CC(C(=O)OCC(=O)Nc1ccc(S(=O)(=O)N2CCCCC2)cc1)N1C(=O)c2ccccc2C1=O (configuration not stated)
  3.1% | 1.1 | 6.2% | -6.6% | 8.2% | 7.2% | 1.7% | 3.0% | 1.5%
CCCC12CN(C(=O)c3ccc(OC)cc3)CC(C)(CN(C(=O)c3ccc(OC)cc3)C1)C2=O
  6.8% | 1.2 | -7.2% | -7.1% | 15.5% | 12.7% | -1.0% | -1.9% | -1.0%
C=CCNC(=O)COC(=O)c1ccc(Cl)c(S(N)(=O)=O)c1
  -6.9% | 0.9 | 1.0% | -20.6% | -5.2% | -5.5% | -5.4% | 8.5% | -1.8%
O=C1OCc2cc(NC(=O)C34CC5CC(CC(C5)C3)C4)ccc21
  -0.7% | 1.1 | -2.2% | -10.7% | 4.4% | 7.6% | -0.5% | -27.6% | -2.3%
O=C(COc1ccc([N+](=O)[O-])cc1)Nc1ccc(CN2CCOCC2)cc1
  10.5% | 1 | 2.7% | -5.7% | -3.6% | -7.6% | 2.0% | 0.9% | -7.5%
